pPAFAH FP inh: pPAFAH (human) enzyme inhibition | inhibition, % at 3.39 µM | Q13093 | 330,000 compounds, 1.5% hits | recombinant pPAFAH, FP-rhodamine probe fluorescence polarization;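 active means inhibition above the mean inhibition across the screen plus 3 SD, cut at about 25% in these data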;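 further: inhibitors block binding of the rhodamine activity-based probe so polarization drops; 0% = enzyme with DMSO and 100% = wells lacking pPAFAH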
Target sequence (Q13093 whole entry, looked up): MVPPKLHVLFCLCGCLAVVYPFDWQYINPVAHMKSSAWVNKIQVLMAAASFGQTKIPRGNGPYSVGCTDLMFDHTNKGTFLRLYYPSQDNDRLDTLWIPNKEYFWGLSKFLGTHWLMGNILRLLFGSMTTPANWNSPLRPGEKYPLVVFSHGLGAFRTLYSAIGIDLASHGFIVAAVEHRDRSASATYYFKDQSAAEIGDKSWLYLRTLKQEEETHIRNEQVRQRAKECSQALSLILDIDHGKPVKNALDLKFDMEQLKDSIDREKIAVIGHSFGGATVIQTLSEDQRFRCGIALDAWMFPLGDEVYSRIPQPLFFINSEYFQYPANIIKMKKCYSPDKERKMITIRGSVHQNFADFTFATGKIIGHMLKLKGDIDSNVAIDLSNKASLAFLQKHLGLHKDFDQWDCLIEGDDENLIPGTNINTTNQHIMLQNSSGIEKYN
GSTO1 counter: blocks human GSTO1 in RBBP9 counter-screen. recombinant GSTO1, activity-based probe fluorescence polarization. inhibition, % at 5.96 µM. 300,000 compounds, 1.1% hits. AID 1974. P78417;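 active means inhibition above the campaign mean inhibition plus 3 SD, cut at about 35% in these data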;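 further: 0% = GSTO1-1 with DMSO and 100% = wells lacking GSTO1-1 enzyme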
LYPLA1 counter: blocks human lysophospholipase 1, a PME1 counter-screen; O75608; recombinant LYPLA1, FP-Rh probe fluorescence polarization; inhibition, % at 5.9 µM; 320,000 compounds, 0.16% hits; AID 2174;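 active means inhibition above the mean of all tested compounds plus 3 SD, set per campaign, cut at about 14% in these data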;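 further: inhibitors block serine hydrolase probe labeling of LYPLA1 so polarization falls; 0% = enzyme with DMSO and 100% = wells lacking LYPLA1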
Target sequence (O75608 whole entry, looked up): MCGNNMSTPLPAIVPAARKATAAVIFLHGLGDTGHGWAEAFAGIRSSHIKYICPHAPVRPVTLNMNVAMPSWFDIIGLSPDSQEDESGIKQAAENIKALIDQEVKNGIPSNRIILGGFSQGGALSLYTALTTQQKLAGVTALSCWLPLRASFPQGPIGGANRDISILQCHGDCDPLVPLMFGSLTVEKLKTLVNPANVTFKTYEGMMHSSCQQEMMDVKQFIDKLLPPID
PAFAH1B3 FP inh: blocks human PAF acetylhydrolase 1B catalytic subunit 3 | Q15102 | recombinant PAFAH1B3, FP-rhodamine probe, fluorescence polarization | inhibition, % at 3.39 µM | 340,000 compounds, 0.28% hits | AID 492972;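 active means inhibition above the screen-wide average of all tested compounds plus 3 SD, cut at about 25% in these data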;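 further: 0% = enzyme with DMSO only and 100% = wells lacking PAFAH1B3 protein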
PAFAH2 inh: inhibitors of human PAFAH2. recombinant PAFAH2, FP-rhodamine activity probe, fluorescence polarization. inhibition, % at 3.39 µM. 340,000 compounds, 0.99% hits. AID 492956;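 active means inhibition above the mean over all tested compounds plus 3 SD, cut at about 30% in these data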;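 further: inhibitors block probe labeling of enzyme so polarization drops; 0% = enzyme with DMSO and 100% = wells lacking PAFAH2 protein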
Fam108B inh: blocks mouse Fam108B hydrolase in RBBP9 counter-screen; recombinant Fam108B, FP-Rh probe fluorescence polarization; inhibition, % at 9.51 µM; 300,000 compounds, 0.33% hits; AID 1947;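 active means inhibition above the screen mean inhibition plus 3 SD, computed separately per campaign, cut at about 18% in these data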;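 further: inhibitors lower polarization as less probe binds the enzyme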
PAD4 inh: blocks human protein arginine deiminase 4 | recombinant PAD4, RCA probe fluorescence polarization | inhibition, % at 6.36 µM | 330,000 compounds, 0.41% hits | AID 485272;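 active means percent inhibition above a cutoff equal to the mean of all tested compounds plus 3 SD, cut at about 15% in these data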;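 further: 0% = PAD4 with RCA probe and DMSO and 100% = probe without PAD4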
PAFAH1B2 inh: PAFAH1B2 (human) inhibition; inhibition, % at 3.39 µM; 340,000 compounds, 1.2% hits; recombinant PAFAH1B2, FP-rhodamine activity probe, fluorescence polarization; P68402;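 active means inhibition above the mean of all tested compounds plus 3 SD, cut at about 24% in these data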;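 further: 0% = enzyme with DMSO and 100% = wells lacking PAFAH1B2; many of its hits are not listed in these tables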
Target sequence (P68402 whole entry, looked up): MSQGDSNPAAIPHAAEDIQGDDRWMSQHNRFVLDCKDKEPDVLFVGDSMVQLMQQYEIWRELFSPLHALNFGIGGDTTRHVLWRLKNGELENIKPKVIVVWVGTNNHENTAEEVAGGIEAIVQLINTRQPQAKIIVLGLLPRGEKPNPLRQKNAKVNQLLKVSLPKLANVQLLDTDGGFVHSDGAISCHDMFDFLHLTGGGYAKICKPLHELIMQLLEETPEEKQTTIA
PME-1 inh: PME-1 (human) inhibition. 320,000 compounds, 0.53% hits. inhibition, % at 5.9 µM. Q9Y570. AID 2130. recombinant PME-1, FP-Rh probe fluorescence polarization;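 active means inhibition above the campaign mean of all compounds plus 3 SD, cut at about 26% in these data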;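 further: competitive labeling of PME-1 active site by serine hydrolase directed probe; 0% = PME-1 with DMSO and 100% = wells lacking PME-1 enzyme; inhibitors block probe labeling so polarization falls and inhibition rises; many of its hits are not listed in these tables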
An asterisk follows results filed as active; . = not tested or not shown; & = joins results of further samples.

SMILES	pPAFAH FP inh	GSTO1 counter	LYPLA1 counter	PAFAH1B3 FP inh	PAFAH2 inh	Fam108B inh	PAD4 inh	PAFAH1B2 inh	PME-1 inh
CCCn1c(=O)[nH]c(=O)c2[nH]cnc21	-0.4	-0.8	-0.7	7.8	-4.6	3.2	-3.8	-3.5	-0.2
COc1ccccc1Nc1nc(C)cc(=O)[nH]1	5.1	-3.5	0.0	2.4	-4.4	-1.9	-1.7	-3.0	-2.1
CC1Cc2ccccc2N1S(=O)(=O)c1cccc(C(=O)N2CCN(c3ncccn3)CC2)c1 (centres undefined)	-2.1	6.5	0.1	10.2	8.0	-3.6	-1.4	12.6	2.5
O=C(c1cccnc1)N1CCN(c2ccc([N+](=O)[O-])cc2Cl)CC1	-0.1	-0.5	3.1	0.7	-0.5	-1.1	-2.2	4.3	-3.7
CC1(C)CC(C(N)=S)CCO1 (centres undefined)	3.5	-3.1	1.0	1.4	1.5	-1.1	-1.0	2.4	-0.9
O=C(CN1CCN(c2ccccn2)CC1)N(c1ccccc1)c1ccc2ccccc2c1	5.4	-3.0	3.5	10.7	4.9	0.2	-0.8	-1.3	-0.6
CCN(CC(=O)Nc1ccc2c(c1)OCCO2)C(=O)c1cc(=O)[nH]c2ccccc12	1.7	3.9	3.5	6.8	3.8	3.4	-0.7	0.6	-4.3
Cc1cc(=O)oc(C)c1C(=O)NCC(C)NC(=O)c1c(C)cc(=O)oc1C (centres undefined)	-1.0	5.5	-1.4	0.9	-3.6	7.0	-0.9	5.4	-0.1
COc1ccc(C(=O)NCCN2CCOCC2)c(OC)c1	4.9	5.4	-1.1	9.3	-4.6	5.3	0.7	2.5	-2.1
Cc1scc(C(=O)NNC(=S)NC(C)c2ccccc2)c1C (centres undefined)	7.4	-5.3	-8.5	2.6	2.0	8.3	2.9	5.2	-6.4
CC(NC(=O)C(=O)NCCN1CCN(C(=O)c2ccc([N+](=O)[O-])cc2)CC1)c1ccccc1 (centres undefined)	-3.0	-2.1	1.6	0.4	5.4	-0.4	-0.5	5.7	-6.8
COc1ccc(-c2n[nH]c(=S)n2Cc2ccccc2)cc1OC	1.8	-2.1	2.1	7.8	6.9	3.3	2.3	8.9	0.2
COc1ccc(OCC(=O)N2c3ccc(C)cc3C3CN(C)CCC32)cc1 (centres undefined)	0.9	3.5	5.4	3.2	8.4	2.6	1.9	-2.8	-1.5
O=C1CN(C(=O)COC(=O)c2ccccc2NCc2ccco2)c2ccccc2N1	-1.3	3.4	-5.3	-9.2	1.3	-1.3	0.0	1.0	15.6
O=C(CSc1nc(-c2ccncc2)nn1CC(=O)N1CCCCC1)NC1CCCC1	5.7	-1.0	3.3	4.1	4.3	0.3	0.5	-4.4	-1.3
CCOc1ccc(CN(C)C(=O)CNC(=O)C2CCCCC2)cc1	3.2	7.8	3.2	-1.3	-5.8	7.0	-7.1	4.9	0.0
COC(=O)/C(C#N)=C(/Nc1ccc(F)c(Cl)c1)C(F)(F)F	-0.8	2.0	-0.6	4.5	7.8	1.9	-3.4	5.5	-3.3
O=C(O)c1ccn2c(C(=O)c3ccccc3)c(-c3ccccc3)cc2c1	16.1	-9.5	2.9	4.2	1.2	-2.1	2.8	38.0*	1.9
Cc1cccc(N2CCN(C(=O)CCn3c(=O)[nH]c4ccccc4c3=O)CC2)c1C	1.2	-6.1	-1.7	4.5	-7.4	2.9	-2.5	4.6	4.5
COc1ccccc1NC(=O)c1ccc(NC(=O)CN(C)Cc2ccccc2F)cc1	-1.1	1.7	-2.9	-0.6	-6.0	-3.6	4.7	-3.6	-3.2
CC(Oc1ccc2c(-c3ccccc3)cc(=O)oc2c1)C(=O)NCCCN1CCOCC1 (centres undefined)	0.1	1.2	-2.9	6.9	-0.8	1.9	-2.2	0.0	-1.4
COc1cccc(CC(=O)OCC(=O)N(C)CC(=O)Nc2ccccc2Cl)c1	2.4	.	-1.0	0.5	1.1	.	-1.4	8.2	6.4
CCC(=O)Nc1nnc(-c2cccs2)s1	5.3	1.4	-2.0	9.6	2.8	-3.3	-0.3	-1.4	-0.6
CCOC(=O)CSc1n[nH]c(NC(=O)c2ccc(F)cc2)n1	6.4	-2.2	0.6	12.6	-0.5	1.3	0.7	1.0	-0.1

Arranged by heavy-atom count (low to high): some entries from above
SMILES	pPAFAH FP inh	GSTO1 counter	LYPLA1 counter	PAFAH1B3 FP inh	PAFAH2 inh	Fam108B inh	PAD4 inh	PAFAH1B2 inh	PME-1 inh
COc1ccc(C(=O)NCCN2CCOCC2)c(OC)c1	4.9	5.4	-1.1	9.3	-4.6	5.3	0.7	2.5	-2.1
COc1ccccc1NC(=O)c1ccc(NC(=O)CN(C)Cc2ccccc2F)cc1	-1.1	1.7	-2.9	-0.6	-6.0	-3.6	4.7	-3.6	-3.2
CC(Oc1ccc2c(-c3ccccc3)cc(=O)oc2c1)C(=O)NCCCN1CCOCC1 (centres undefined)	0.1	1.2	-2.9	6.9	-0.8	1.9	-2.2	0.0	-1.4

Continuation.
SMILES	pPAFAH FP inh	GSTO1 counter	LYPLA1 counter	PAFAH1B3 FP inh	PAFAH2 inh	Fam108B inh	PAD4 inh	PAFAH1B2 inh	PME-1 inh
CCOC(=O)C1(Cc2ccccc2C)CCCN(C(=O)CCc2cccnc2)C1 (centres undefined)	-0.7	10.2	-3.4	-1.2	5.8	4.2	1.0	5.8	1.2
Cc1ccc(CSCC(=O)NCc2ccc3c(c2)OCO3)cc1	7.5	-0.5	-0.7	-0.3	-5.7	-1.8	1.8	9.3	-1.5
Cc1cc(NC(=O)CSc2ccc3nnc(-c4ccc(F)cc4)n3n2)no1	-1.0	7.4	0.8	4.1	-9.1	3.8	4.8	-0.6	1.0
COc1cccc(NC(=O)c2cnc[nH]2)c1	4.4	6.7	0.5	-0.4	8.0	5.6	0.8	2.7	-1.9
Nc1nc(SCC(=O)Nc2ncc(Cl)cc2Cl)n[nH]1	3.9	.	-4.1	-2.1	9.0	.	1.2	-0.6	4.1
CCCn1nnc(NC(=O)c2cc(Br)cc(Br)c2OC)n1	2.4	29.2	3.1	-3.0	-2.9	2.3	1.0	4.1	3.9
CC1S/C(=N/N=C2CCCCC2)NC1=O (centres undefined)	0.9	-1.4	3.1	14.5	2.9	-1.6	-1.9	3.3	-1.3
CCN(CCCNC(=O)C1CCC(=O)N1Cc1ccc(C)cc1)c1cccc(C)c1 (centres undefined)	-1.1	2.7	2.6	8.8	8.9	2.7	-2.2	-3.9	4.3
Cc1cc(C)nc(Nc2nc3ccccc3s2)n1	0.3	-5.2	-2.6	4.0	-0.5	2.1	-1.0	1.3	0.1
Cc1ccc2c(CN(C)Cc3cccc(F)c3)cc(=O)oc2c1C	5.4	-5.8	-4.1	2.4	-0.7	-4.3	0.7	6.8	4.9
COCCSc1ccccc1C(=O)Nc1ccccc1C(C)C	2.1	4.0	-8.7	-1.1	0.0	3.8	-5.1	3.3	2.6
O=[N+]([O-])c1ccc(/C=N/Nc2ccc3ccccc3c2)o1	7.4	2.9	-13.3	-7.7	-1.7	4.2	-9.2	-3.6	-3.9
O=C(NCc1ccccc1)C(=O)Nc1nc(C23CC4CC(CC(C4)C2)C3)cs1	2.7	5.9	1.1	7.2	-0.9	-0.7	-1.9	11.8	1.9
COc1ccc(C(=O)NC(=S)NNC(=O)c2ccccc2O)cc1	12.8	0.5	-1.5	15.3	9.0	5.6	-1.4	5.7	6.7
Cc1ccc(C)c(C(=O)N2CCN(c3ncccn3)CC2)c1	-1.2	-0.4	3.4	-0.3	-0.1	-0.2	-2.5	3.2	1.9
C=CCn1c(SCC(=O)NC(=O)NC2CCCC2)nnc1C1CCCCC1	2.4	0.3	0.0	6.7	-1.0	5.1	1.5	6.8	-1.0
COc1cc(OC)cc(C(=O)NCCC(c2ccccc2)c2ccccc2)c1	-8.2	-1.0	-6.5	4.6	-0.9	-6.1	1.9	3.0	-11.5
COc1ccccc1Nc1nc(N)nc(CN2CCc3ccccc3C2)n1	1.9	-1.2	-0.9	3.3	-0.3	0.4	1.8	1.2	-5.5
CC(=O)Nc1ccc(NC(=O)c2cc(=O)c3cc(C)cc(C)c3o2)cc1	6.1	-5.4	-0.6	8.5	0.4	-5.3	-1.1	-1.0	4.2
Cc1ccc([N+](=O)[O-])cc1N/C=C1\CCCCC1=O	4.7	9.3	1.1	2.8	-4.8	-1.1	0.5	5.4	1.0
CCOc1ccc(N(C)S(=O)(=O)c2ccc(-c3ccc(=O)[nH]n3)s2)cc1	-6.9	-13.8	-15.1	2.5	-10.1	-13.4	-0.4	0.7	-33.6
CCCCCCCCCCCCCCCC[N+](C)(C)CCN(Cc1ccc(OC)cc1)c1ncccn1	31.8*	3.8	-1.3	10.8	14.1	21.9*	8.2	2.0	5.6
CCOC(=O)c1ccc(NC(=S)NC(=O)COc2ccccc2)cc1	3.3	-3.3	0.3	0.9	-3.9	-3.5	-4.0	-0.5	-18.0
COc1ccc(CCNC(=O)C2CC3Cn4c(nc5cc(Cl)c(Cl)cc54)C3N2C)cc1 (centres undefined)	1.6	1.2	-4.4	5.9	-4.8	1.3	-3.7	-8.8	-4.3
C=CCn1c(=O)c2ccccc2n2c(SCC(=O)NCc3cccs3)nnc12	2.3	-10.4	-0.6	7.1	-10.5	-1.1	0.1	-2.5	-6.0
Cc1cc(Br)cc2c(C(=O)Nc3c(C)n(C)n(-c4ccccc4)c3=O)cc(-c3cccs3)nc12	-5.0	2.8	-10.3	6.2	-7.1	-9.8	-1.3	-1.1	-17.5
CCOc1ccc(CN2CCN(Cc3cccn3-c3ncccn3)CC2CCO)cc1 (centres undefined)	8.9	4.6	-3.2	-2.5	-10.3	0.4	-1.2	4.3	-6.0
COc1cccc(C2CCCN2Cc2nc(-c3cnccn3)no2)c1 (centres undefined)	3.1	-5.3	-2.2	3.3	-5.4	1.5	-0.8	2.2	3.2
COc1ccc(NC(=O)CSc2nnc(NC(=O)c3ccc(S(=O)(=O)N4CCOCC4)cc3)s2)cc1	0.2	0.5	-1.9	9.8	-5.4	-3.6	1.4	9.5	5.3
C/C(=N/NC(=O)CNC(=O)CCc1ccccc1)c1ccc(Cl)cc1	-1.8	3.1	3.5	-3.6	4.1	-0.2	2.1	4.9	0.1
COc1ccc(/C=C/C(=O)Nc2cc(S(=O)(=O)N3CCOCC3)ccc2C)cc1OC	1.0	-4.0	1.3	5.9	0.8	-1.4	-5.9	1.8	0.4
O=C(CN1C(=O)NC2(CCOc3ccccc32)C1=O)Nc1cccc([N+](=O)[O-])c1 (centres undefined)	0.7	.	.	9.9	9.7	.	-2.9	1.7	.
Cc1ccc2cc(-c3noc(C(C)(C)C)n3)c(=O)[nH]c2c1	2.3	-4.3	0.7	1.1	0.3	-1.9	-1.3	2.8	2.7
Cc1ccc(N2CC(C(=O)N3CCOCC3)CC2=O)cc1C (centres undefined)	3.1	-1.1	0.7	2.9	-6.2	-2.5	-9.2	0.5	-0.9
c1ccc2c(c1)cnc1ccccc12	-8.0&-2.5	5.9&-9.5	-5.2&1.9	11.0	7.6	-1.2&1.2	8.9&-0.5	5.4	-12.5&3.1
COc1ccc(C2c3ccc4ccccc4c3Oc3ncn(CCCO)c(=N)c32)cc1OC (centres undefined)	1.3	-18.3	-5.8	5.1	0.1	-2.5	1.1	1.2	1.1
CC1(N2CCCCC2)CC2(O)C(=[N+]1[O-])CCC/C2=N\O (centres undefined)	6.1	15.2	1.7	-3.2	-9.3	1.7	6.9	4.8	-1.6
CN(C#N)c1nccc(-c2cccs2)n1	24.0	3.3	-2.1	2.8	-0.5	1.2	-0.4	-3.3	8.6

Assay outcomes as filed in PubChem BioAssay.

These rows are one share of the data. The share of hits here may be higher or lower than overall.
